Compound activity deposited in PubChem by Sanford-Burnham Center for Chemical Genomics.
tim23-1 inh: inhibits growth of tim23-1 mutant yeast; S. cerevisiae tim23-1 growth, BacTiter-Glo luminescence, 24 h; inhibition, % at 20 µM; 330,000 compounds, 1.3% hits;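 active = growth inhibition of the mutant yeast at or above 50%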;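 note: temperature-sensitive mutant grown at 25 °C; plate controls were DMSO-treated mutant yeast for no effect and medium wells lacking yeast for full effect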
APJ antag: antagonists of human APJ apelin receptor; P35414; CHO-K1 APJ beta-arrestin complementation, luminescence; inhibition, % at 20 µM; 330,000 compounds, 0.32% hits;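 active = inhibition above about 40% at 20 µM, limit read from the data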;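 note: cells challenged with 10 nM apelin-13 agonist together with compound; plate controls were apelin-13 plus DMSO wells for no effect and DMSO wells lacking apelin-13 for full effect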
CHOP UPR activ: activators of apoptotic arm of unfolded protein response (CHOP); CHO-CHOP luciferase reporter, UPR activation, luminescence; percent of tunicamycin response over DMSO baseline; activation, % at 10 µM; 330,000 compounds, 0.34% hits;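 active = at 10 µM dose, activation of 40% or more, normalized to positive control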;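 note: 100% = tunicamycin at 10 µg/mL and 0% = DMSO alone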
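System: CHO-CHOP luciferase reporter cell line | Buffer or medium: F12 medium containing 10% fetal bovine serum | Doses: One dose, 10 µM in 0.5% DMSO | Times: 6 h compound exposure at 37 °C after overnight seeding | Signal: Luciferase luminescence | Read-out: % activation vs tunicamycin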
APJ ag: agonists of human APJ apelin receptor; CHO-K1 APJ PathHunter beta-arrestin, luminescence; 0% DMSO wells, 100% apelin; activation, % at 20 µM; 330,000 compounds, 0.11% hits; AID 2520;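 active = activation more than six SD over the plate average, tested at 20 µM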;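 note: 0% = DMSO alone and 100% = apelin-13 at 10 nM; some results filed as inactive read as strong as hits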
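Assay system: CHO-K1 cells stably expressing ProLink-tagged human APJ and arrestin–beta-gal acceptor. Compound dosing: 20 µM single point, 1% DMSO. Times: 16-18 h seeding, 90 min dark compound exposure, 60 min detection. Detection: beta-gal luminescence. Evaluation: APJ–arrestin association signal. Controls: negative DMSO alone, positive Apelin-13 at 10 nM.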
EBI2 block: EBI2 (human) antagonism; P32249; EBI2 beta-arrestin recruitment, luminescence, 7a,25-OHC stimulated; inhibition, % at 5 µM; 360,000 compounds, 0.81% hits; in the data active = inhibition above about 38%;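 note: enzyme fragment complementation signal reports receptor beta-arrestin coupling in cells; 0% = agonist plus DMSO wells and 100% = wells without agonist; some results beyond the cut were filed as inactive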
Target sequence (P32249 whole entry, looked up, the tested form may be a part): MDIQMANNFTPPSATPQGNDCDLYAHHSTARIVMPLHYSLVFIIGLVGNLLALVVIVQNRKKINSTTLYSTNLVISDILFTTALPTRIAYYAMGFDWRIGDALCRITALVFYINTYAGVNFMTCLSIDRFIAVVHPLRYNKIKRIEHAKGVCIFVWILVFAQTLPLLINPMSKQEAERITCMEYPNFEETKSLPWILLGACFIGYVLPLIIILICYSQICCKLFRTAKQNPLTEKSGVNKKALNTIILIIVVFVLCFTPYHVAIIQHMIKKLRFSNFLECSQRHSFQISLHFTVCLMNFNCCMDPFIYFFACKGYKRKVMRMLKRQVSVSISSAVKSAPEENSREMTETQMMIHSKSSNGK
CXCR6 inh: inhibitors of human CXCR6 receptor; O00574; CHO-K1 PathHunter CXCR6 beta-arrestin, luminescence; inhibition, % at 20 µM; 360,000 compounds, 0.36% hits; AID 602244; in the data active = inhibition above about 34%, passing the limit was not always enough;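 note: antagonist mode with CXCL16 agonist at 10 nM final; 0% = 10 nM CXCL16 with DMSO and 100% = unstimulated wells without agonist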
Target sequence (O00574 whole entry, looked up): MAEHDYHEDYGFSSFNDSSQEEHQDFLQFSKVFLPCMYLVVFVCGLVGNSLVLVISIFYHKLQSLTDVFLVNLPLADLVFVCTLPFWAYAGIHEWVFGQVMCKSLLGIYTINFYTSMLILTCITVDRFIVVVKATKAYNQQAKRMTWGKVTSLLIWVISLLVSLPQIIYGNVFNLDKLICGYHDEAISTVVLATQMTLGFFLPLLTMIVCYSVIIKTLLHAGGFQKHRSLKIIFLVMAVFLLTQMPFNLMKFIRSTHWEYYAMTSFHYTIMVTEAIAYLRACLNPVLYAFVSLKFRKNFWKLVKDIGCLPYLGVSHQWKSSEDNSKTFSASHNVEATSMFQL
XBP1 UPR activ: activators of adaptive arm of unfolded protein response (XBP1); CHO-XBP1 luciferase reporter, IRE1-XBP1 UPR activation, luminescence; percent of tunicamycin response, DMSO as zero; activation, % at 20 µM; 330,000 compounds, 0.33% hits;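 active = versus positive control, 20 µM dose yields 30% or more activation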;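 note: 100% = tunicamycin at 10 µg/mL and 0% = DMSO only wells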
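assay system = CHO-XBP1 luciferase reporter cells | amount = 1000 cells/well | buffer or medium = F12 plus 10% FBS | compound dosing = single point, 20 µM final compound, 1% DMSO | incubation = 16-18 h cell attachment at 37 °C, then 6 h compound exposure | detection = Steady-Glo luminescence read | controls = tunicamycin 10 µg/mL and vehicle-only wells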
CCR6 antagonist: blocks CCL20-driven beta-arrestin recruitment at human CCR6. P51684. inhibition, % at 20 µM. CHO-K1 CCR6 PathHunter beta-arrestin, luminescence, CCL20-stimulated. 340,000 compounds, 0.49% hits;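 active = compounds whose inhibition of the agonist-driven luminescence signal at 20 µM reaches about 50%, limit read from the data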;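 note: cells stimulated with CCL20 at 14 nM final; plate controls were DMSO with CCL20 for no effect and DMSO without agonist for full effect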
Target sequence (P51684 whole entry, looked up): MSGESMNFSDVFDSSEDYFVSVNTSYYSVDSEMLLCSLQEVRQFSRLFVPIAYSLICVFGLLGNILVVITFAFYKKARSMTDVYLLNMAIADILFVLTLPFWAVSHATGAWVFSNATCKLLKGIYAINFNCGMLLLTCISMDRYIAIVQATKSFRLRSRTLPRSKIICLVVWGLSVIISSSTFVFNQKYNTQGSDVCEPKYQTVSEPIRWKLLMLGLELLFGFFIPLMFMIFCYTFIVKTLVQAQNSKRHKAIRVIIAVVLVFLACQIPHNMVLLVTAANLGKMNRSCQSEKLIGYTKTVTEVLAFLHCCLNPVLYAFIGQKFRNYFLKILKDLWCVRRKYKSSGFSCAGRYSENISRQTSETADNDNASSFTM
Mdm2 MdmX PPI: inhibitors of human Mdm2/MdmX interaction. O15151+Q00987. SaOS-2 split-luciferase Mdm2/MdmX complementation, luminescence. inhibition, % at 8 µM. 330,000 compounds, 3% hits. AID 485346;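 active = inhibition of at least 50% at 8 µM in the primary screen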
Starred values were filed as active, the others as inactive; & = joins results of further samples.

Every second line gives: tim23-1 inh	APJ antag	CHOP UPR activ	APJ ag	EBI2 block	CXCR6 inh	XBP1 UPR activ	CCR6 antagonist	Mdm2 MdmX PPI
C=COCCNC(=O)C(=O)NCC(C)C
    12	-17	-2.7	4	-5	1	-1	7	1
COc1ccc(/C=N/NC(=O)CN(C2=NS(=O)(=O)c3ccccc32)c2ccccc2)cc1
    -2	-9	0.2	-2	-19	1	-3	-1	-4
Cc1sc(-c2ccncc2)nc1OC(=O)c1ccc(Cl)cc1
    26	16	-6.0	-6	-18	2	-1	-1	19
CC(=O)c1ccccc1NC(=O)COC(=O)c1cc(C)oc1C
    7	3	1.2	-4	6	9	1	3	-3
CCN(CC)CCCOc1ccc(C)cc1Br
    16	4	-1.5	-2	-8	-4	-2	9	5
O=C(COc1ccccc1[N+](=O)[O-])NCC1(N2CCOCC2)CCCCC1
    9	5	-0.8	-1	-4	-3	-3	10	30
CC(C)(C)C1CCc2c(sc3ncn(N)c(=N)c23)C1 (stereo unspecified)
    12	26	2.6	-1	21	2	1	35	49
Cc1ccc(CN2CCN(/N=C/c3ccc(C)s3)CC2)c(C)c1
    -2	-4	2.1	-4	0	-8	1	1	-12
O=C(NC(=S)Nc1nc2c(s1)CSc1ccccc1-2)c1ccccc1
    45	22	0.3	-7	-2	2	12	6	68*
O=C(Cn1nc(-c2ccccc2)oc1=O)OCC(=O)c1ccc(F)c(F)c1
    10	-36	-0.2	-2	3	5	-1	20	5
CCCCN(CCCC)CCNC(=O)c1cn(CC)c2ccc(S(=O)(=O)N3CCCC3)cc2c1=O
    0	-6	-0.4	0	-3	3	-3	26	17
O=C(CNC(=O)c1cc2c(n(-c3ccccc3)c1=O)CCCC2=O)c1ccccc1
    17	10	1.9	-2	-11	-5	-2	2	-1
COc1ccc(NS(=O)(=O)c2cccc(C(=O)NCC(c3ccco3)N3CCCC3)c2)cc1 (stereo unspecified)
    -63	-45	-0.1	-6	-1	-3	-2	2	22
CC(C)(CN=C1NS(=O)(=O)c2ccccc21)CNC(=O)c1ccccc1
    9	8	1.1	-6	-12	-4	0	-8	-8
Cc1ccc(C2C(C#N)=C(N)OC3=C2C(=O)CC(C)(C)C3)s1 (stereo unspecified)
    7	-3	-0.2	-1	-23	1	0	3	6
CCOc1cc(/C=C2\CCC/C(=C\c3cc(Cl)c(O)c(OCC)c3)C2=O)cc(Cl)c1O
    25	58*	35	-8	40	60*	11	51*	100*
CCCCNC(=O)CCn1nc(-c2ccc(Cl)cc2)ccc1=O
    18	3	3.3	-1	8	-8	0	9	4
CC(=O)NS(=O)(=O)c1ccc(N=c2ssc3c2-c2ccc(C)cc2NC3(C)C)cc1
    -1	4	2.3	-4	-2	9	-3	18	4
CCOc1cccc2sc(N(CCCN(C)C)C(=O)Cc3ccccc3)nc12
    -12	13	-0.1	-5	3	-14	3	6	30
COc1ccc(OC)c(NC(=S)NN2CCOCC2)c1
    10	22	-0.2	0	-1	-4	-2	25	-16
O=C(O)CC(SCC(=O)Nc1ccc(Cl)c(S(=O)(=O)N2CCOCC2)c1)C(=O)O (stereo unspecified)
    -5	-5	3.0	-1	2	-2	-1	4	7
COc1ccc(N(C)S(=O)(=O)c2ccc(Cl)c(C(=O)NCC(C)(C)N3CCOCC3)c2)cc1
    -2	-3	1.1	-2	-5	-3	-1	5	17
COC(=O)Cn1cnc2c(C#N)c3n(c2c1=O)CCCCC3
    11	9	0.2	-6	-2	-6	-1	-11	23
COc1ccc(CNC(=O)C2(CC3CC(c4ccccc4)=NO3)CCNCC2)cc1 (stereo unspecified)
    -12	-21	-2.0	0	-1	2	3	2	20
CCCCC(=O)NC1(C(F)(F)F)C(=O)N(CC(C)C)C2=C1C(=O)CC(C)(C)C2 (stereo unspecified)
    8	0	-0.4	0	6	-3	-2	12	3
C#CCC(NC(=O)c1ccc(C#N)cc1)C(=O)NCCC (stereo unspecified)
    11	17	3.9	-1	3	4	-1	0	2
CCCCn1c(SCC(=O)OC)nc2c1c(=O)n(C)c(=O)n2C
    14	13	-1.8	-5	-10	1	0	3	12
O=C(NCc1ccccc1)c1cccnc1
    8	10	-0.3	-3	-7	0	-4	4	13
O=C(c1ccccc1F)n1c2c(c3ccccc31)CCCC2
    13	-6	0.0	-3	6	-3	-3	18	56*
Nc1ccc(C(=O)O)cc1
    12&2	2&-60	1.6&4.1	0&-3	0&0&-2	-1&7&5	-6&1	1&7&-5	-6&-4
O=C(CSc1nccn(-c2cccc(F)c2)c1=O)Nc1ccc(Cl)cc1F
    40	10	1.5	-1	11	-1	-1	17	-19
O=C(NCCCN1CCCC1=O)c1cccc(S(=O)(=O)Nc2ccc(Br)cc2)c1
    -1	1	0.2	-1	-3	6	-4	13	20
CC(C)N1CCC(=NNC(=O)c2ccccc2[N+](=O)[O-])CC1
    3	-3	4.0	-1	1	-7	1	3	-1
O=C(Cc1csc(N2CCOCC2)n1)N/N=C/c1cccc(O)c1
    15	-27	-1.3	-1	-1	-3	1	-16	-20
O=C(NCc1cccc(Cl)c1)N1CCN(S(=O)(=O)c2ccccc2F)CC1
    15	5	0.9	1	4	-6	-3	10	1
C/C(=N/NC(=O)CNC(=O)c1ccncc1)c1ccco1
    -5	-1	-0.3	-3	-1	0	0	-6	0
O=C(NC(=S)Nc1ccc(CN2CCOCC2)cc1)c1ccco1
    18	8	6.4	1	-9	12	5	15	-16
CSc1ccc(/C=C(/NC(=O)c2ccc(C)cc2)C(=O)Nc2cccc(C)c2)cc1
    1	0	3.0	1	-10	-2	0	8	21
CC1(C)C(C#N)=C(N)Oc2c1c(=O)oc1ccccc21
    -9	-14	2.0	-1	-7	-3	-4	-9	-6
CN(C)c1ccccc1C(=O)N1CCCC(Nc2ccc(F)cc2)C1 (stereo unspecified)
    15	-7	-0.8	-2	9	0	-3	18	7
CCN(CC)S(=O)(=O)c1ccc(NC(=O)c2ccc(OCC3CCCO3)cc2)cc1 (stereo unspecified)
    32	0	-0.3	0	3	-8	0	2	-16
CCc1cccc(NC(=O)C2CCN(S(=O)(=O)c3c(C)noc3C)CC2)c1
    -4	-4	-1.4	0	-6	6	-1	14	-4
O=C(Cn1c(=O)c2cccn2c2ccccc21)NCCc1ccccc1
    -5	11	2.8	-1	-7	2	-4	12	0
CCC1CCCCN1CC(=O)c1c(C)[nH]c2ccc(OC)cc12 (stereo unspecified)
    9	0	0.6	0	-1	-6	-3	8	33
COc1cccc(C(=O)CN2C(=O)C(C)(C)Oc3ccc(C(=O)N4CCOCC4)cc32)c1
    18	-1	-0.1	-1	2	-5	-3	-1	15
c1ccc2c(c1)ncn2Cc1nnc2sc(-c3ccc4c(c3)OCO4)nn12
    -8	8	-1.4	-4	-6	-6	1	-3	1
CCN(CC)S(=O)(=O)c1cccc(NC(=O)C2SC(=Nc3ccc(C)cc3C)C(C(=O)NCC3CCCO3)=C2N)c1 (stereo unspecified)
    19	8	1.6	-2	24	12	-1	16	-4
COc1ccc(C(=O)c2c(-c3ccc(OC)cc3)oc3ccc(-c4ccc(OC)nc4)cc23)cc1
    15	14	-1.3	-6	22	2	-2	17	-16
Cc1c(CN2CCCC(CO)(Cc3cccc(Cl)c3)C2)cnn1C (stereo unspecified)
    -2	23	-2.1	-2	-8	0	-3	8	9
CCOC(=O)C1(Cc2cccc(F)c2)CCN(C(=O)C2CCCO2)CC1 (stereo unspecified)
    15	-1	1.3	-2	1	8	0	5	-19
O=C(Nc1cccc(F)c1)c1cccc(S(=O)(=O)N2CCOCC2)c1
    23	-38	0.0	-2	7	-16	0	-1	-29
O=C(CSc1nc2ccccc2n1CC(=O)NCc1ccccc1)NCc1ccco1
    -16	-22	1.1	-2	0	-2	-3	26	3
CCOc1ccc(NC(=O)C(CC(=O)O)Cc2ccc(Br)cc2)cc1 (stereo unspecified)
    11	1	0.0	-3	-5	-2	-3	9	10
CCN(Cc1ccccc1)C(=O)COC(=O)c1cc(S(=O)(=O)Nc2c(C)n(C)n(-c3ccccc3)c2=O)ccc1C
    -4	8	-2.0	-4	-7	-7	-3	6	12
CCCCOc1ccc(-c2nnc(N)s2)cc1
    34	-25	2.6	-2	-17	-1	0	-13	-63
COc1ccccc1NC(=O)NS(=O)(=O)c1ccc(C)cc1
    8	8	1.0	-2	4	-17	1	-3	20
Cc1ccc([N+](=O)[O-])cc1NC(=O)c1ccc(CSc2ccccc2)cc1
    -19	2	0.1	-3	3	7	-1	12	20
Cc1ccc(-c2nc3c(=O)n(-c4ccccc4)c4c(c(=O)n(C)c(=O)n4C)c3o2)cc1
    -3	22	0.9	-2	8	2	0	2	2
CCCC12CN3CCN(CC(C3)/C1=N\NC(=O)c1ccc(C(C)(C)C)cc1)C2
    -25	-18	1.9	4	-6	-17	0	3	1
O=C1c2ccccc2NC(c2ccc(F)cc2)N1Cc1ccccc1 (stereo unspecified)
    14	15	0.4	-1	4	1	-1	12	-22

Next entries:
Every second line gives: tim23-1 inh	APJ antag	CHOP UPR activ	APJ ag	EBI2 block	CXCR6 inh	XBP1 UPR activ	CCR6 antagonist	Mdm2 MdmX PPI
NC(=O)c1cn(-c2ccccc2)nc1-c1cc2ccccc2oc1=O
    2	13	-2.5	-1	-3	1	2	-9	1
Cc1ccc(C(C)(O)CS(=O)(=O)Cc2ccccc2Cl)cc1 (stereo unspecified)
    19	9	1.8	0	11	4	-2	11	3
C[C@@H]1O[C@@H](OC[C@H]2O[C@@H](Oc3cc(O)c4c(=O)cc(-c5ccc(O)c(O)c5)oc4c3)[C@H](O)[C@@H](O)[C@@H]2O)[C@H](O)[C@H](O)[C@H]1O
    0	16	1.9	-3	-2	6	-1	14	4
CCOC(=O)C1CCN(C(=O)C2CCN(S(=O)(=O)N3CCCC3)CC2)CC1
    -8	5	-0.8	-1	-8	8	-1	-5	3
O=C(CCC(=O)Nc1ccccc1)N/N=C/c1ccc2c(c1)OCO2
    -4	9	5.5	8	-6	-2	1	14	7
CCN(CC(=O)Nc1ccc(NC(C)=O)cc1)C(=O)CSC(=S)N1CCCC1
    -7	3	2.5	-2	-1	2	-2	5	20
O=C(NCc1cccnc1)c1ccc(Cl)c(S(=O)(=O)N2CCOCC2)c1
    -4	-3	2.1	4	7	-10	-5	-1	5
CC1CN(c2nc(-c3ccccc3)nc3ccccc23)CC(C)O1 (stereo unspecified)
    43	-11	-0.8	2	-19	-1	0	8	-7

These rows are one share of the data (hit frequency here may not be typical).
